Tb PYK inh = qHTS of Trypanosoma Brucei Inhibitors; pyruvate kinase (Trypanosoma brucei), Q57TT1; TbPYK enzyme, Kinase-Glo Plus ATP luminescence, 45 min; Potency, µM (top dose mostly 76.8 µM), inactives show at the top dose activity, negative = inhibition, usual class: inhibitors; actives 0.12% (n = 410,000); AID 624173, 2012; also: nearly all actives have a fitted effect of over 50% in size
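Quantitative HTS: titrated library compounds versus trypanosomal pyruvate kinase in TEA buffer (pH 7.2) containing KCl, MgCl2, BSA and Tween-20. Reactions were initiated with ADP, 130 uM final. Kinase-Glo Plus luminescence was read after 45 min at RT.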
Sm TGR block = qHTS Assay for the Inhibitors of Schistosoma Mansoni Peroxiredoxins. actives 3% (n = 360,000). purified TGR, DTNB reduction, TNB absorbance 405 nm. Potency, µM (highest dose often 114 µM), for inactives: at the highest dose activity change, negative = inhibition, most hits filed as inhibitors. Schistosoma mansoni thioredoxin glutathione reductase (TGR), Q962Y6; also: nearly all actives have a fitted effect of over 60% in size
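First, TGR (20 nM dispensed) and NADPH were mixed with compound. Second, a 15 min room-temperature incubation followed. Third, further NADPH and then DTNB were added to start the reaction. Finally, TNB absorbance was monitored kinetically.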
HCV inh = qHTS Assay for Inhibitors of Hepatitis C Virus (HCV) | Huh7.5.1 HCVcc-Cre infection, luciferase reporter, 44 h | Potency, µM (highest dose often 41.8 µM), without a hit: at the top dose activity change, negative = inhibition, usual class: inhibitors | actives 3.4% (n = 340,000)
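After 44 h co-culture of compound, cells and HCVcc-Cre (~0.5 moi), substrate is added for 15 min at room temperature and luciferase measured over 15 sec. Cells were seeded at 1,000/well and pre-cultured 4 h.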
LmPK inh = qHTS Assay for Inhibitors of Leishmania Mexicana Pyruvate Kinase (LmPK); Q27686; purified LmPK, Kinase-Glo ATP luminescence, 1 h; Potency, µM (doses to about 57.5 µM), for inactives: top-dose activity change, negative = inhibition, actives largely listed as inhibitors; actives 0.37% (n = 290,000)
Target sequence (Q27686 whole entry, looked up): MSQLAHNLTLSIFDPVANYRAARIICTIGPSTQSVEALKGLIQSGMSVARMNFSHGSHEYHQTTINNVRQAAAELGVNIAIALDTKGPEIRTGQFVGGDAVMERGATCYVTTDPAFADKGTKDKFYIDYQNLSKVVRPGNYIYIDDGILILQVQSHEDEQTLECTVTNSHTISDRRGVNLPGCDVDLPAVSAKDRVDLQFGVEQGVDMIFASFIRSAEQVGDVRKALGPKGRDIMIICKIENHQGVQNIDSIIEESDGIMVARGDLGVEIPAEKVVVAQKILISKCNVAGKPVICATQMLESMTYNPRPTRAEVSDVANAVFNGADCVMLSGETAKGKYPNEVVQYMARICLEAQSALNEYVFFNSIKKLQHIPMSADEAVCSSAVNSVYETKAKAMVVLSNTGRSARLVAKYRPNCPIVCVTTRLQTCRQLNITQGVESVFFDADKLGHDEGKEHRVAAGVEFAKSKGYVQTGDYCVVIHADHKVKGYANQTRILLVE
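0.1 nM LmPK, 0.5 mM PEP, 0.1 mM ADP; 50 mM imidazole pH 7.2, 7 mM MgCl2, 50 mM KCl; 1 h RT. Kinase-Glo luminescence readout, normalized to no-enzyme (full inhibition) and uninhibited wells.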
Pf growth 96h = Primary qHTS for delayed death inhibitors of the malarial parasite plastid, 96 hour incubation | P. falciparum luciferase reporter growth, 96 h | Potency, µM (highest dose often 28.7 µM), for inactives: top-dose activity change, negative = inhibition, most hits filed as inhibitors | actives 6.9% (n = 320,000) | AID 504834, 2011
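Cell-based qHTS: luciferase-tagged P. falciparum in erythrocytes (2% hematocrit, 0.05% parasitemia final) incubated with compounds for 96 hours, 37 C, 5% CO2; luciferase detection reagent then added and luminescence measured.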
Pf growth 48h = Primary qHTS for delayed death inhibitors of the malarial parasite plastid, 48 hour incubation; P. falciparum luciferase growth in erythrocytes, 48 h; actives 5.9% (n = 310,000); Potency, µM (series often up to 28.7 µM), without a hit: at the top dose activity change, negative = inhibition, hits mostly inhibitors
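Read-out is firefly luciferase luminescence from an integrated reporter in P. falciparum, so falling signal marks reduced parasite growth. Infected erythrocytes were at 2% hematocrit and 0.1% parasitemia (final) in Albumax-supplemented RPMI 1640.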
* = called active by the depositor; [ ] = another dose, or the depositor's remark. Calls follow the shape of the dose curve; as a rule, active = well fitted curve in the direction sought with a large enough effect; inconclusive = small, poorly fitted or top-dose-only effect, or another doubt; inactive = no such curve, though single readings can be large; an effect the other way counts as inactive or inconclusive. % is scaled to controls: 0 for no effect and ±100 for the full control effect; potency is read from the fitted curve at half-maximal effect. Rows are unselected; any-hit rate near 16%.

The first six records (preview)
For CCC(C)(C)n1nnnc1C(c1cccc(C#N)c1)N1CCN(c2cccc(C)c2C)CC1 (centres undefined) the results were Tb PYK inh -1%, Sm TGR block -9%, HCV inh -18%, LmPK inh 1%, Pf growth 96h 15% and Pf growth 48h inconclusive.
For CC(C)=CCC/C(C)=C/C=N/NC(=O)c1ccccc1[N+](=O)[O-] the results were Tb PYK inh 8%, Sm TGR block 0%, HCV inh 10%, LmPK inh 5%, Pf growth 96h 22% and Pf growth 48h inconclusive.
COc1ccccc1N1CCN(C(=O)c2cc3ccccc3[nH]2)CC1 was read as Tb PYK inh 2%, Sm TGR block -13%, HCV inh -13%, LmPK inh 2%, Pf growth 96h inconclusive and Pf growth 48h -14%.
Screening CNS(=O)(=O)c1ccc(Cl)nc1 returned Tb PYK inh -13%, Sm TGR block 2%, HCV inh 17%, LmPK inh -2%, Pf growth 96h 7% and Pf growth 48h -1%.
For COc1cccc(CC2(CO)CCCN(Cc3sc(N4CCCC4)nc3Cl)C2)c1 (centres undefined) the results were Tb PYK inh -2%, Sm TGR block inconclusive, HCV inh inconclusive, LmPK inh 0%, Pf growth 96h 15µM* and Pf growth 48h inconclusive.
For O=c1c([N+](=O)[O-])c(NC2CCCCC2)c2ccccc2n1-c1ccccc1 the results were Tb PYK inh 2%, Sm TGR block -15%, HCV inh 18%, LmPK inh 2%, Pf growth 96h 19% and Pf growth 48h inconclusive.

This part in full, previewed entries included:
For CCC(C)(C)n1nnnc1C(c1cccc(C#N)c1)N1CCN(c2cccc(C)c2C)CC1 (centres undefined) the results were Tb PYK inh -1%, Sm TGR block -9%, HCV inh -18%, LmPK inh 1%, Pf growth 96h 15% and Pf growth 48h inconclusive.
For CC(C)=CCC/C(C)=C/C=N/NC(=O)c1ccccc1[N+](=O)[O-] the results were Tb PYK inh 8%, Sm TGR block 0%, HCV inh 10%, LmPK inh 5%, Pf growth 96h 22% and Pf growth 48h inconclusive.
COc1ccccc1N1CCN(C(=O)c2cc3ccccc3[nH]2)CC1 was read as Tb PYK inh 2%, Sm TGR block -13%, HCV inh -13%, LmPK inh 2%, Pf growth 96h inconclusive and Pf growth 48h -14%.
Screening CNS(=O)(=O)c1ccc(Cl)nc1 returned Tb PYK inh -13%, Sm TGR block 2%, HCV inh 17%, LmPK inh -2%, Pf growth 96h 7% and Pf growth 48h -1%.
For COc1cccc(CC2(CO)CCCN(Cc3sc(N4CCCC4)nc3Cl)C2)c1 (centres undefined) the results were Tb PYK inh -2%, Sm TGR block inconclusive, HCV inh inconclusive, LmPK inh 0%, Pf growth 96h 15µM* and Pf growth 48h inconclusive.
For O=c1c([N+](=O)[O-])c(NC2CCCCC2)c2ccccc2n1-c1ccccc1 the results were Tb PYK inh 2%, Sm TGR block -15%, HCV inh 18%, LmPK inh 2%, Pf growth 96h 19% and Pf growth 48h inconclusive.
`Cc1ccc(NC(=O)Nc2ccc(F)c(Cl)c2)cc1` gave Tb PYK inh -11%, Sm TGR block 4%, HCV inh inconclusive, LmPK inh -2%, Pf growth 96h -6% and Pf growth 48h -72%.
CC1Cc2nc(SCC(=O)Nc3ccc4c(c3)OCCO4)n(C)c(=O)c2S1 (centres undefined) was read as Tb PYK inh -11%, Sm TGR block 6%, HCV inh -11%, LmPK inh -6%, Pf growth 96h inconclusive and Pf growth 48h inconclusive.
CC(C)OCCCNC(=O)c1c(N)n(/N=C/c2ccccn2)c2nc3ccccc3nc12 was read as Tb PYK inh -1%, Sm TGR block 0%, HCV inh -23%, LmPK inh -3%, Pf growth 96h 26% and Pf growth 48h 9%.
`CC(=O)Nc1ccc(OCc2ccc3c(c2)OCO3)cc1` gave Tb PYK inh -13%, Sm TGR block -3%, HCV inh -6%, LmPK inh -13%, Pf growth 96h 0% and Pf growth 48h 65%[activator].
For CCC1CCCCN1C(=S)NC(=O)c1cccs1 (centres undefined) the results were Tb PYK inh -13%, Sm TGR block -6%, HCV inh 4%, LmPK inh -2%, Pf growth 96h inconclusive and Pf growth 48h 0%.
For Cc1cccc(C(=O)NNC(=O)CSc2nnc(C(C)C)n2C)c1 the results were Tb PYK inh -1%, Sm TGR block -8%, HCV inh 1%, LmPK inh 3%, Pf growth 96h 19% and Pf growth 48h inconclusive.
For COC(=O)[C@@]1(Cc2ccc(OC)cc2)[C@H]2c3cc(C(=O)N(C)C)n(CCc4ccc(OC)c(Br)c4)c3C[C@H]2CN1C(=O)c1ccccc1 the results were Sm TGR block -14%, HCV inh 6%[8.37 µM], LmPK inh 4%, Pf growth 96h 2.1µM* and Pf growth 48h 2.1µM*.
Screening Cc1ccccc1-c1nnc(SCC(=O)NC2CCCCC2)o1 returned Tb PYK inh -10%, Sm TGR block -7%, HCV inh 5%, LmPK inh 0%, Pf growth 96h 33%[activator] and Pf growth 48h inconclusive.
`Cc1cccc(NC(=O)CCS(=O)(=O)c2cc3c(cc2Cl)NC(=O)CO3)c1` gave Tb PYK inh inconclusive, Sm TGR block -1%, HCV inh 6%, LmPK inh -9%, Pf growth 96h 36%[activator] and Pf growth 48h 6%.
For COc1ccc(C2N(c3ccccc3)CCN2c2ccccc2)cc1O the results were Tb PYK inh -1%, Sm TGR block -5%, HCV inh 18%, LmPK inh 10%, Pf growth 96h 17% and Pf growth 48h 22%.
`C=CCNC(=O)c1onc(CSc2ccc(C(C)C)cc2)c1C(=O)O` gave Tb PYK inh -1%, Sm TGR block 6%, HCV inh 10%, LmPK inh 14%, Pf growth 96h 75%[activator] and Pf growth 48h 7%.
`CCS(=O)(=O)c1ccc2c(c1)N(S(=O)(=O)c1cccs1)CC(C(=O)O)O2` (centres undefined) gave Tb PYK inh 3%, Sm TGR block -3%, HCV inh 24%, LmPK inh -10%, Pf growth 96h 4% and Pf growth 48h inconclusive.
O=C(COc1cccnc1[N+](=O)[O-])Nc1cc(S(=O)(=O)N2CCCCC2)ccc1Cl was read as Tb PYK inh 25%, Sm TGR block -15%, HCV inh -7%, LmPK inh 0%, Pf growth 96h 0% and Pf growth 48h -14%.
Screening Cn1c(N)c(C(=O)CSc2nnc(-c3ccccc3F)n2C2CC2)c(=O)n(C)c1=O returned Tb PYK inh 0%, Sm TGR block 8%, HCV inh -30%, LmPK inh 1%, Pf growth 96h 13% and Pf growth 48h inconclusive.
`CCN(CC)S(=O)(=O)c1ccc(N2CCCC2)c(NS(=O)(=O)c2ccc([N+](=O)[O-])cc2)c1` gave Tb PYK inh 5%, Sm TGR block -31%, HCV inh 13%, LmPK inh -1%, Pf growth 96h inconclusive and Pf growth 48h -2%.
CC1(C)SC2c3ccccc3C(=O)N2[C@@H]1C(=O)NCCCN1CCOCC1 (some centres undefined) was read as Tb PYK inh -1%, Sm TGR block 36%, HCV inh 8%, LmPK inh -1%, Pf growth 96h 30% and Pf growth 48h -6%.
`Nn1c(COc2ccccc2)nc2ccccc2c1=O` gave Tb PYK inh -1%, Sm TGR block 3%, HCV inh 14%, LmPK inh -16%, Pf growth 96h -2% and Pf growth 48h 99%[activator].
`CC(C)(O[C@@H]1O[C@H](CO)[C@@H](O)[C@H](O)[C@H]1O)[C@@H]1CC=C(C(=O)O)CC1` gave Tb PYK inh -3%, Sm TGR block -29%, HCV inh 10%, Pf growth 96h 76%[activator] and Pf growth 48h 27%.
Screening COC(=O)c1cc(=O)n(Cc2ccc3c(c2)OCO3)c(=Nc2ccc(F)cc2)s1 returned Tb PYK inh 5%, Sm TGR block 5%, HCV inh inconclusive, LmPK inh 5% and Pf growth 96h -18%.
`Cc1nnc(C)n1/N=C/c1ccc(-c2ccccc2Cl)o1` gave Tb PYK inh 0%, Sm TGR block -21%, HCV inh 26%, LmPK inh 0%, Pf growth 96h 4% and Pf growth 48h 17%.
`CN(C)S(=O)(=O)c1ccc(C(=O)NCC2(N3CCOCC3)CCCCC2)cc1` gave Tb PYK inh -11%, Sm TGR block 5%, HCV inh -1%, Pf growth 96h inconclusive and Pf growth 48h -19%.
CCOCCCNC(=O)CN1C(=O)NC(Cc2c[nH]c3ccccc23)C1=O (centres undefined) was read as Tb PYK inh 0%, Sm TGR block -4%, HCV inh 11%, LmPK inh 1%, Pf growth 96h 7% and Pf growth 48h 19%.
`CC(C)CCN(CC(=O)NCc1ccc(F)cc1)S(=O)(=O)c1ccccc1F` gave Tb PYK inh -8%, Sm TGR block 5%, HCV inh -29%, LmPK inh -1%, Pf growth 96h 1% and Pf growth 48h -7%.
Screening O=C(COC(=O)c1cccnc1Cl)Nc1cccc(S(=O)(=O)N2CCCCC2)c1 returned Tb PYK inh 4%, Sm TGR block 13%, HCV inh 13%, LmPK inh 0%[11.5 µM], Pf growth 96h 76%[activator] and Pf growth 48h 14%.
For CCN1C(=O)/C(=C2/C=Cc3cc(C)ccc3N2CC)N(C)C1=S the results were Tb PYK inh inconclusive, Sm TGR block 9%, HCV inh 15%, LmPK inh 14µM*, Pf growth 96h 8.3µM* and Pf growth 48h inconclusive.
`COc1ccc(CNC(=O)CCN2C(=O)c3ccccc3S2(=O)=O)cc1` gave Tb PYK inh -13%, Sm TGR block 10%, HCV inh 12%, Pf growth 96h 51%[activator] and Pf growth 48h 10%.
Cc1ccc2oc(=O)c3cc(C(=O)N4CCN(C(=O)c5ccco5)CC4)sc3c2c1 was read as Sm TGR block -3%, LmPK inh 2%, Pf growth 96h inconclusive and Pf growth 48h 28%.
Screening O=C(N/N=C/c1ccco1)c1ccc(NC(=O)C2CC2)cc1 returned Tb PYK inh 6%, Sm TGR block inconclusive, HCV inh 12%, LmPK inh 4%, Pf growth 96h 11% and Pf growth 48h 5%.
Screening OCCC1CN(Cc2cccc3nonc23)CCN1Cc1ccsc1 (centres undefined) returned Tb PYK inh 1%, Sm TGR block -6%, HCV inh 2%, LmPK inh -3%, Pf growth 96h 50%[activator] and Pf growth 48h 10%.
O=C(CSc1ncnc2c1nnn2Cc1ccc(F)cc1)NC1CCCC1 was read as Tb PYK inh 2%, Sm TGR block 1%, HCV inh 8%, LmPK inh -1%, Pf growth 96h 91%[activator] and Pf growth 48h -6%.
For CC(C)(C)c1ccc(CN2C(=O)c3ccccc3S2(=O)=O)cc1 the results were Tb PYK inh 1%, Sm TGR block 23%, HCV inh inconclusive, LmPK inh -1%, Pf growth 96h 101%[activator] and Pf growth 48h inconclusive.
For CCOc1ccc(NC(=O)CCC(=O)OC)cc1 the results were Tb PYK inh -3%, Sm TGR block 6%, HCV inh 4%, LmPK inh -4%, Pf growth 96h 3% and Pf growth 48h 12%.
`CCSc1ncnc2c1sc1nc(-c3ccco3)c3c(c12)CC(C)(C)OC3` gave Sm TGR block inconclusive, LmPK inh 2%, Pf growth 96h 48%[activator] and Pf growth 48h 47%[activator].
Screening COc1cc(CN2CCN(C(C)C)C(CCO)C2)ccc1OCc1ccccc1 (centres undefined) returned Tb PYK inh -5%, Sm TGR block 0%, HCV inh -6%, LmPK inh 7%, Pf growth 96h 7% and Pf growth 48h -12%.
CC(=O)Nc1ccc(S(=O)(=O)N2CCC(N(C)CCC(C)C)CC2)cc1 was read as Tb PYK inh 1%, Sm TGR block -23%, HCV inh -4%, LmPK inh -2%, Pf growth 96h 53%[activator] and Pf growth 48h -10%.

Bioassay records (PubChem BioAssay)
